IDE cell activ = IDE (human) activation, cell-based; HEK cells, FAbeta-B cleavage, fluorescence polarization; 0% vehicle, 100% cell-free pure enzyme wells; activation, % at 5.96 µM; hit rate 0.073% among 340,000; AID 493087;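 active = activation above the mean of all tested compounds plus 3 SD, set per screening campaign, cut at about 17% in these data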
PHOSPHO1 inh = PHOSPHO1 (human) inhibition; recombinant PHOSPHO1, absorbance phosphatase assay; inhibition, % at 13.3 µM; hit rate 1.1% among 290,000; AID 1565; in the data active = inhibition above about 60%
Target sequence (Q8TCT1 whole entry, looked up): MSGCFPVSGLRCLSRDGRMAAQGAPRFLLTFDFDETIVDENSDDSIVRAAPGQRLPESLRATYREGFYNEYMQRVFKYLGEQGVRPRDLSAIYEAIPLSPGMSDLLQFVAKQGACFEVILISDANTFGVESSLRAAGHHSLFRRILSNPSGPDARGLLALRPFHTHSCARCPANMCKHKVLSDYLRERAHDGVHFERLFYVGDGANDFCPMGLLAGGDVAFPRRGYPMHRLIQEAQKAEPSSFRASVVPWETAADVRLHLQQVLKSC
IDE cell inh = inhibits human insulin-degrading enzyme in HEK cells | P14735 | FAbetaB cleavage, fluorescence polarization | inhibition, % at 5.59 µM | hit rate 0.41% among 320,000;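 active = percent inhibition above the average of all tested compounds plus 3 SD, set per screening campaign, cut at about 16% in these data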;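 note: IDE supplied by intact live HEK cells; FP after avidin binding of uncleaved biotin substrate so inhibition keeps polarization high; 0% = DMSO wells and 100% = 60 µM reference IDE inhibitor Ii1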
pCIP destab = lowers stability of the mouse p/CIP coactivator protein; Q05BA5; F442A p/CIP-EGFP cells, EGFP fluorescence, 16 h; decrease of EGFP signal, % at 10 µM; hit rate 0.01% among 290,000; AID 1984;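 active = EGFP signal decrease of at least 30% at 10 µM or well 3 SD below plate mean, unless failing retest; inactive = the rest, including hits failing retest or dose response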; note: some compounds called inactive have numbers as strong as hits; many of its hits are not listed in these tables
MEKK3 PB1 HTS = raises or lowers MEK5 binding to the human MEKK3 PB1 domain | Q99759 | bead-based flow cytometry, Alexa488-MEK5 binding to MEKK3; actives lie on both sides; 0 = blocked by unlabeled MEK5, 100 = vehicle | binding response (% of control), % at 10 µM | hit rate 1.4% among 290,000;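 active = binding response more than 3 SD above or below the average of its plate-row segment, actives on both sides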;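 note: Alexa488 bead fluorescence after subtracting the streptavidin-only scavenger bead signal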
CRFR2-BP ag = agonists of human CRF-binding protein/CRF-R2 receptor complex; HEK293 CRF-R2/CRF-BP, calcium dye fluorescence (FLIPR); percent of saturating CRF peptide response; activation, % at 13.2 µM; hit rate 0.46% among 350,000;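 active = activation of at least 50%, plus an integration ratio under a set limit after plate pattern correction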;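 note: plate controls were neutral control wells without compound for no effect and CRF at EC100 for full effect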
CRFBP-R2 block = blocks CRF-induced signaling of the CRF-BP/CRF-R2 complex. HEK293 CRF-R2/CRF-BP, CRF-induced calcium fluorescence. inhibition, % at 11.8 µM. hit rate 0.59% among 350,000. AID 588475;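 active = inhibition of the ligand-induced calcium signal above about 50% at the single tested concentration, limit read from the data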
GalR3 antagonist = blocks the human galanin receptor 3. hit rate 0.44% among 360,000. HEK293 GalR3-CNG cAMP membrane potential fluorescence; galR3 body fused to GalR1 C-terminus. inhibition, % at 3 µM. AID 651719;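 active = inhibition above the screen-wide average plus 3 SD, cut at about 13% in these data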;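 note: forskolin and galanin both at EC90 stimulate the cells; cAMP rise reported by CNG channel membrane potential dye signal; 0% = forskolin plus galanin with DMSO and 100% = forskolin alone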
Target sequence (O60755 1-299 limits assumed): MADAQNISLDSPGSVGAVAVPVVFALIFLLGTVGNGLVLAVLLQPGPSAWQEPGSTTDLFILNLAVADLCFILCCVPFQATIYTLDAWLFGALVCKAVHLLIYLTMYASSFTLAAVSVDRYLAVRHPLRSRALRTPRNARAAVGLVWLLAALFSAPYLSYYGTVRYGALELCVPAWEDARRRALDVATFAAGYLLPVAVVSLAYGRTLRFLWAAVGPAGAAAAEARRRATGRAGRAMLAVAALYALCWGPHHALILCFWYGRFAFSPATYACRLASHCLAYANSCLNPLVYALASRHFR
M4 PAM = positive allosteric modulators of human muscarinic M4 receptor | hit rate 0.4% among 360,000 | AID 624126 | P08173 | activation, % at 3 µM | CHO-K1 hM4/Gqi5, Fluo-8 calcium fluorescence, ACh EC20; 0% = ACh EC20, 100% = maximal ACh;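 active = activation above its plate's cutoff, the mean activation of sample wells plus 3 SD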; note: some results filed as inactive read as strong as hits
Target sequence (P08173 whole entry, looked up): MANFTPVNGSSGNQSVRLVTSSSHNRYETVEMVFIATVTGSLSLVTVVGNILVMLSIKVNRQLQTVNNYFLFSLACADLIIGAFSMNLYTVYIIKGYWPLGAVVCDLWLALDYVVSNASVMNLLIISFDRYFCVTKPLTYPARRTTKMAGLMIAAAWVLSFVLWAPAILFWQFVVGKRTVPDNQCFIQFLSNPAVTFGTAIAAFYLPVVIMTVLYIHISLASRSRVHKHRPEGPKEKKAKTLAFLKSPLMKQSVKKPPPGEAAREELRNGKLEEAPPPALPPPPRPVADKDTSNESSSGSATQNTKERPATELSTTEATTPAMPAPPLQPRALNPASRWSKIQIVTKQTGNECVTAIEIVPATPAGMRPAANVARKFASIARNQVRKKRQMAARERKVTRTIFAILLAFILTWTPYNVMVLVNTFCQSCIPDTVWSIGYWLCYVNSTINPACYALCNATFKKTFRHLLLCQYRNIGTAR
* hit, by the source's call; . = no result given.

Structure	IDE cell activ	PHOSPHO1 inh	IDE cell inh	pCIP destab	MEKK3 PB1 HTS	CRFR2-BP ag	CRFBP-R2 block	GalR3 antagonist	M4 PAM
CC(C)(C)OC(=O)N1CCOCCOCCNCCOCCOCC1	-3	-12	4	-22	96	-0.4	-6	-4	0
CCN1C(=O)/C(=C/N2CC(C)CC(C)C2)SC1=S (stereo unspecified)	2	4	-1	-15	99	0.5	-16	-3	-2
CCOCCCNC(=O)CSc1ccccc1	6	23	1	-1	93	-0.6	4	-5	9
O=C(CSc1nc2ccccc2s1)NCC1CCCO1 (stereo unspecified)	4	-127	-1	-2	101	1.7	-8	0	3
CSc1oc(-c2ccccc2)nc1C(N)=O	-2	.	1	.	99	0.9	-7	-5	8
CC(=O)c1ccc(OCc2cc(C(=O)NC(C)c3cnn(C)c3)no2)cc1 (stereo unspecified)	0	62*	4	-11	98	-0.6	3	0	-4
COc1ccccc1C(=O)Nc1ccnn1C1CCN(CCCC2CCCC2)CC1	-2	7	8	0	106	-0.2	-18	-11	-6
O=C(Nc1ccc(NC(=O)c2ccccc2Br)cc1)c1ccccc1	-1	.	3	2	99	-1.9	-6	2	-2
Cc1cccc([C@@H]2[C@@H]3C(=O)N(Cc4ccccc4)C(=O)[C@@H]3[C@]3(Cc4ccc(Cl)cc4)C(=O)N(c4cccc(Br)c4)C(=O)N23)c1	-5	-47	-6	-8	103	2.8	-1	1	10
CCS(=O)(=O)CCSc1nc2ccccc2s1	-4	-10	-1	3	89	-0.5	0	0	-4
CCOC(=O)n1c(=O)n(Cc2ccccc2)c2ccccc21	2	14	-4	-7	102	-0.5	20	-1	5
O=C(N/N=C/c1ccc(Br)cc1)c1ccc(F)cc1	8	-6	2	-4	93	-2.4	-5	-4	2
O=C(CCOc1ccccc1)NCC(c1ccco1)N1CCCCC1 (stereo unspecified)	6	2	1	-16	103	1.0	5	-2	-14
Cc1ccc(C2CC(=O)N3CN(c4ccc(Br)cc4)CSC3=C2C#N)o1 (stereo unspecified)	-9	93*	10	-18	97	7.0	6	4	-1
O=C(CSc1cn[nH]n1)Nc1nc2ccccc2s1	3	10	3	-13	102	0.2	-10	-8	-2
CN(CC(=O)NCc1ccc(F)cc1)Cc1cccc(Cl)c1	4	22	7	10	102	-0.9	2	-9	5
CN(C)c1c(F)cc(C(=O)NC(=O)NCc2cccnc2)cc1F	2	38	0	-1	103	-0.9	-18	2	-1
O=C(Nc1ccc(-c2nc3ncccc3o2)cc1)c1ccc([N+](=O)[O-])o1	1	11	-2	-35	105	-1.5	-55	-8	4
CN(C(=O)c1sc2nc(N3CCOCC3)c3c(c2c1N)CCCC3)c1ccccc1	-4	0	3	10	105	-1.6	2	2	-16
Cc1c(N=Cc2ccc(-c3ccc(Cl)cc3)o2)c(=O)n(-c2ccccc2)n1C	2	-11	3	-6	109	0.9	-36	2	13
Cc1nc2scc(-c3ccc(Cl)cc3)c2c(=O)n1N	-6	5	-2	0	100	-0.6	-5	-3	7
N#CCCn1cc(/C=N/N=C2\NC(=O)C(CC(=O)O)S2)c(-c2ccc(F)cc2)n1 (stereo unspecified)	-2	-1	-4	-1	101	1.1	10	-4	14
Cc1cc(C)cc(Nc2ncc3c(n2)CC(c2ccco2)CC3=O)c1 (stereo unspecified)	-3	6	3	-12	114	0.5	-4	-5	4
Cc1ccc(C(=O)COC(=O)CSc2cccc3cccnc23)c(C)c1	4	.	7	.	105	4.6	-11	-4	1
COc1ccc(NC(=O)[C@H](CCS(C)(=O)=O)N2Cc3ccccc3C2=O)c(OC)c1	6	-11	3	-8	108	1.1	7	4	5
Cc1ccc(N(CCC#N)C(=O)COC(=O)c2ccccc2SCC(=O)N2CCCC2)cc1	-1	.	10	.	.	0.5	0	-3	-3
COc1ccc(N(CC(=O)N2CCN(c3cc(C)ccc3C)CC2)S(=O)(=O)c2c(C)noc2C)cc1	1	28	-10	-1	99	4.7	-10	5	0
Cc1ccn2c(=O)nc(SCC(=O)N3CCN(c4ccccc4)CC3)nc2c1	4	.	-3	.	.	0.4	-18	-1	7
CC(NC(=O)c1cncc(Br)c1)c1ccc(S(N)(=O)=O)cc1 (stereo unspecified)	3	-12	2	-17	98	0.5	-10	3	-4
Cc1ncsc1CCC(=O)N1CCCC(C(=O)c2cccc(Cl)c2)C1 (stereo unspecified)	-3	35	-1	-7	99	-1.0	-7	-1	-7
CCOC(=O)C(C)c1ccc2cc(OC)ccc2c1 (stereo unspecified)	0	29	-1	-9	96	-2.6	31	-2	5
COc1cc(OC)cc(C(=O)OCC(=O)Nc2ccc(N3CCCCC3)cc2)c1	5	17	0	18	96	-1.6	-13	-6	-2
COc1ccc(CCNC(=O)Cc2cccs2)cc1	7	6	0	1	96	1.0	2	-3	17
CC(=O)Nc1ccc(Sc2ccccc2C(=O)O)cn1	1	6	9	-2	91	-0.6	10	-11	0
COC(=O)c1ccc(NC(=S)NCCCn2ccnc2)cc1	4	45	4	2	99	-1.1	-1	1	-3
CCN(C[C@H]1N[C@@](CC)(C(=O)OC)[C@H]2C(=O)N(C)C(=O)[C@@H]12)S(=O)(=O)c1ccc(C(C)(C)C)cc1	2	.	0	.	.	9.5	0	-4	5
O=C(NCCN1CCCCC1)c1ccc(=O)oc1	4	-26	7	-4	104	-0.1	1	1	-4
Cc1ccc(Cl)cc1N1CCN(C(=O)C2CCN(c3nnc(-n4cccc4)s3)CC2)CC1	-6	14	5	-10	99	-2.9	0	-2	-1
CCCC[C@@H]1CNCCN1CCc1cc(C(F)(F)F)cc(C(F)(F)F)c1	5	.	5	.	.	1.7	-16	0	-8
Cc1ccc(Cn2cccc2C2=NC(C)CO2)cc1 (stereo unspecified)	-1	-5	-2	-4	125*	-0.2	7	2	0
Cc1cccc(C(=O)NN/C=C/C(=O)c2ccccc2)c1	-4	35	-2	-10	107	-0.6	2	-4	4
O=C(NCc1ccccc1)/C(=C/c1ccco1)NC(=O)c1ccco1	-1	-10	0	-2	93	-1.1	2	-2	-7
CCc1ccc(OCC(=O)O/N=C(\N)Cc2ccc([N+](=O)[O-])cc2)cc1	-2	-17	1	2	102	-1.3	14	-8	-9
CCOC(=O)C(NC(=O)c1ccccc1)(Nc1nnc(C)s1)C(F)(F)F (stereo unspecified)	4	-1	0	0	105	-0.2	-26	-3	1
CN(CC(=O)Nc1ccc(Cl)c(C(F)(F)F)c1)C(=O)Cc1cccs1	3	5	-1	14	101	0.8	5	-5	-1
O=C(CCSc1ccccc1)N1CCN(c2ccccc2)CC1	-6	26	4	0	122	0.4	-12	1	0
COc1ccc(S(=O)(=O)NCc2ccc3c(c2)OCO3)cc1C	7	11	4	-1	108	-0.4	6	-6	2
O=C(Cc1ccccc1)N/N=C/c1cc(Br)cc(Br)c1O	6	11	0	3	102	12	11	-6	0
O=C(Cn1ncn2c(cc3ccccc32)c1=O)NCCc1cccs1	7	32	1	-4	103	-0.7	-1	.	6
COc1ccc(COc2ncnc3ccc(Br)cc23)cc1F	-6	19	-4	-8	101	6.2	-53	-8	1

Another view of some results above:
Order of results – IDE cell activ, PHOSPHO1 inh, IDE cell inh, pCIP destab, MEKK3 PB1 HTS, CRFR2-BP ag, CRFBP-R2 block, GalR3 antagonist, M4 PAM
O=C(CCSc1ccccc1)N1CCN(c2ccccc2)CC1
    -6, 26, 4, 0, 122, 0.4, -12, 1, 0
COc1ccc(S(=O)(=O)NCc2ccc3c(c2)OCO3)cc1C
    7, 11, 4, -1, 108, -0.4, 6, -6, 2

Remaining list, next part
Structure	IDE cell activ	PHOSPHO1 inh	IDE cell inh	pCIP destab	MEKK3 PB1 HTS	CRFR2-BP ag	CRFBP-R2 block	GalR3 antagonist	M4 PAM
CC1(c2ccccc2)NC(=O)N(CC(=O)Nc2cccc(/C=C/c3ccccn3)c2)C1=O (stereo unspecified)	6	.	-2	.	.	0.4	-2	-4	-7
COc1ccc(CCN(C)C2CCCN(S(C)(=O)=O)C2)cc1OC (stereo unspecified)	1	19	7	-8	102	-1.1	-1	-2	2
CCc1nnc(NC(=O)Nc2ccc(Cl)cc2)s1	0	29	4	-1	99	0.9	5	-7	-1
O=C(CN(Cc1ccco1)C(=O)c1ccc(N2CCCC2=O)cc1)Nc1ccccc1C(F)(F)F	-2	.	0	.	.	1.1	-3	-7	6
COc1ccc(CCNC(=O)/C(C#N)=C/c2cccc(OCc3ccccc3)c2)cc1OC	-5	-14	2	-5	103	2.3	-44	-10	-9
Nc1nc(SCC(=O)NCC2CCCO2)[nH]c(=O)c1NC(=O)c1ccco1 (stereo unspecified)	3	-4	0	-21	104	-4.1	-7	.	1
COC(=O)c1ccc2ccccc2c1OC1OC(CO)C(O)C(O)C1NC(C)=O (stereo unspecified)	-2	36	0	1	104	-1.7	3	-10	-2
CN(Cc1ccccc1)Cc1c[nH]c2ccccc12	10	-2	-4	3	104	0.6	-4	-5	4
CCOC(=O)C1=C(CSc2nc(-c3ccccc3)ccc2C#N)OC(N)=C(C#N)C1c1ccccc1 (stereo unspecified)	-1	56	6	-40	110	41	-59	1	0
COc1ccc(OC)c(NC(=O)c2oc3c(c2C)C(O)CC(C)(C)C3)c1 (stereo unspecified)	-1	43	2	-5	97	-0.7	0	0	-2
O=C(CSc1nnc(COc2ccc(Cl)cc2)n1Cc1ccco1)N1CCNC1=O	2	.	.	.	.	1.1	-9	4	0
CCOc1ccccc1Nc1nc(N)nc(Cl)c1CC	1	.	.	.	.	-6.9	-14	-5	2
O=[N+]([O-])c1cccc(NC(=S)N2CCc3ccccc3C2)c1	4	23	-1	-2	95	-2.0	19	-12	-3
S=C(NCc1ccccc1)N/N=C/c1cccs1	7	19	-6	1	102	0.8	1	-11	5
O=C(NCc1ccccc1)Nc1cccn(Cc2ccccc2)c1=O	2	-2	-1	-8	116	-0.8	5	-12	5
CN(Cc1ccco1)C(=O)C1CCC(=O)N(CCc2cccc(F)c2)C1 (stereo unspecified)	3	29	2	42	101	2.2	5	-1	5
CCOC(=O)N1CCN(S(=O)(=O)c2ccc(C(=O)Nc3ccc4c(c3)C(=O)NC4=O)cc2)CC1	-4	-49	2	-1	101	0.8	-2	-2	-2
N=C1/C(=C\c2ccc(OC(=O)c3ccco3)cc2)C(=O)N=C2SC(N3CCCCC3)=NN12	3	5	2	3	102	-3.5	22	.	2
Cc1ccc2[nH]c3c(=O)n(CCN4CCNCC4)cnc3c2c1	-1	-4	6	-4	99	-0.3	2	-3	10
Cc1ccc(S(=O)(=O)NCC(=O)N(CC(=O)NCc2ccc(F)cc2)CC2CCCO2)cc1 (stereo unspecified)	-4	40	3	3	99	-0.3	-9	-8	4
Cc1ccc(NC(=O)COC(=O)CCc2c[nH]c3ccccc23)c(C)c1	2	.	-4	.	.	-2.4	54*	-4	-1
O=C(NCc1ccc(N2CCCC2=O)cc1)c1cc(COc2c(F)cccc2F)on1	-2	32	2	-14	97	1.7	-11	-2	0

Single entries from above:
In IDE cell activ, `CCOc1ccccc1Nc1nc(N)nc(Cl)c1CC` is listed with 1
In IDE cell activ, `CCS(=O)(=O)CCSc1nc2ccccc2s1` is listed with -4
In PHOSPHO1 inh, `CC(=O)Nc1ccc(Sc2ccccc2C(=O)O)cn1` is listed with 6
In pCIP destab, `CCOC(=O)C1=C(CSc2nc(-c3ccccc3)ccc2C#N)OC(N)=C(C#N)C1c1ccccc1` (stereo unspecified) is listed with -40

Screens as filed in PubChem.
